Pf Dd2 inh = P. falciparum Dd2 growth inhibitors, primary screen, SYBR Green fluorescence, single dose replicates. 72 h; stronger effect = lower value. activity change, % at 10 µM. actives 2.3% (n = 94,000); in the data active = activity change below about -80%; inconclusive = no clear call, values can overlap the other calls
T cruzi growth = T. cruzi intracellular proliferation inhibitors, primary screen, cell-based, beta-gal Tulahuen parasites, NIH3T3 host, luminescence. T. cruzi beta-gal in NIH3T3, GalScreen luminescence, 90 h. inhibition, % at 8.34 µM. actives 5.9% (n = 77,000). AID 624255, 2012;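 active = mean inhibition above about 93%, with at least 55% of replicates each passing it, limit read from the data, passing the limit was not always enough; inconclusive = only one of those two conditions holds; inactive = neither condition holds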
GASC1 inh = inhibitors of GASC-1 (KDM4C) histone demethylase, primary screen, biochemical, single concentration HTS. Lysine-specific demethylase 4C (Homo sapiens), Q9H3R0. GST-KDM4C 2-372, H3K9me3 peptide, LANCE TR-FRET. inhibition, % at 12.5 µM. actives 0.15% (n = 96,000). AID 720574, 2013;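 active = mean replicate inhibition above about 25%, with at least 55% of replicates also reaching it, limit read from the data, passing the limit was not always enough; inconclusive = only one of those two conditions met; inactive = neither condition met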
Target sequence (Q9H3R0 2-372 limits assumed): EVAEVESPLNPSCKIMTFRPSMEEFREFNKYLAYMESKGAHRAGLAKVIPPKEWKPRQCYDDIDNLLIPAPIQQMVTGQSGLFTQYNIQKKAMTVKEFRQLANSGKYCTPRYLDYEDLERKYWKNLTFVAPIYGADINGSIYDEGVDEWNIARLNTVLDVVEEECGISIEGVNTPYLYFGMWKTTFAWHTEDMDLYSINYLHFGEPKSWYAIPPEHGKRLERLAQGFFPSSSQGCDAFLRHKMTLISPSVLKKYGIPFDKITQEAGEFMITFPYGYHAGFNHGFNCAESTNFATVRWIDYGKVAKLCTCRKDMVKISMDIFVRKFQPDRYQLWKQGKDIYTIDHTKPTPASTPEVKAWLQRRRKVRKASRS
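Material: GST-tagged GASC-1 (JMJD2C) catalytic fragment, aa 2-372 / Quantity: enzyme final amount 10 nM / Medium: HEPES buffer, pH 7.5, plus ascorbate / Doses: one test concentration per compound / Incubation: 30 min reaction, 60 min detection, RT / Measured by: LANCE TR-FRET / Read-out: inhibition from TR-FRET ratio decrease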
C diff growth = C. difficile growth inhibitors, primary screen, HTS. AID 1259249, 2017. actives 0.25% (n = 86,000). growth activity, negative = inhibition, % at 16 µg/mL (by protocol). Clostridium difficile clinical isolate growth, OD600, 24 h; stronger effect = lower value;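 active = mean growth activity at or below -80% and every replicate also at or below -80%; inconclusive = mean at or below -80% but some replicate above -80%; inactive = mean growth activity above -80%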;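 note: 0% = DMSO wells and -100% = levofloxacin 16 µg/mL wells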
Starred values were filed as active, the others as inactive; ? = inconclusive; . = no result given; & = joins results of further samples.

Structure | Pf Dd2 inh | T cruzi growth | GASC1 inh | C diff growth
C[C@H](CO)N1C[C@H](C)[C@@H](CN(C)S(=O)(=O)c2cn(C)cn2)Oc2ccc(NC(=O)Nc3ccc(C(F)(F)F)cc3)cc2C1=O | -43 | 21 | . | .
C[C@@H]1CCCCO[C@@H](CN(C)C(=O)C2CCCCC2)[C@@H](C)CN([C@@H](C)CO)C(=O)c2cc(NC(=O)Nc3ccc(C(F)(F)F)cc3)ccc2O1 | ? | 120* | -0.2 | 12
COCC#Cc1cnc2c(c1)C(=O)N([C@@H](C)CO)C[C@H](C)[C@@H](CN(C)C(=O)C1CC1)O2 | 16 | -42 | -0.1 | .
O=C(C[C@H]1CC[C@H]2[C@@H](COC[C@@H](O)CN2Cc2ccc(Oc3ccccc3)cc2)O1)N1CCN(c2ccccc2)CC1 | -76 | 127* | -1.4 | 60&15
COCC#Cc1cnc2c(c1)C(=O)N([C@H](C)CO)C[C@H](C)[C@@H](CN(C)Cc1ccc(-c3ccccc3)cc1)O2 | -68 | 80 | 0.3 | 6
CCCC#Cc1ccc([C@@H]2[C@@H](CO)N3CCCCN(Cc4cncnc4)C[C@H]23)cc1 | -13 | 78 | -0.8 | 0
COc1ccc(NC(=O)N(C)C[C@H]2Oc3ccc(NS(=O)(=O)c4ccccc4)cc3C(=O)N([C@H](C)CO)C[C@H]2C)cc1 | 20 | 6 | 0.8 | 2
CN1C(=O)c2cc(NC(=O)C3CCCC3)ccc2OC[C@@H]2O[C@H](CC(=O)O)CC[C@H]21 | 18 | -17 | 1.4 | -4
O=C(C[C@@H]1CC[C@@H]2[C@H](COC[C@H](O)CN2C(=O)c2ccccc2)O1)Nc1ccc(-c2ccccc2)cc1 | -27 | 25 | -1.2 | 6
CO[C@@H]1CN(C)C(=O)c2cc(NC(=O)NC3CCCCC3)ccc2OC[C@H](C)N(CC2CCOCC2)C[C@@H]1C | 2 | . | 0.9 | .
CCCN(C)C[C@H]1Oc2cc(C#CC3CCCCC3)ccc2S(=O)(=O)N([C@H](C)CO)C[C@@H]1C | -31 | 79 | -3.8 | 17
O=C(c1ccccn1)N1CC2(C1)[C@H](c1ccccc1)[C@H](CO)N2Cc1ccc(Cl)cc1 | -45 | . | 0.7 | 8
O=C(C[C@H]1C[C@@H]2c3cc(NC(=O)C4CCOCC4)ccc3O[C@@H]2[C@@H](CO)O1)NCCc1ccccc1 | -14 | -37 | -2.1 | -1
Cc1ccc(S(=O)(=O)Nc2ccc3c(c2)C(=O)N([C@H](C)CO)C[C@@H](C)[C@H](CN(C)CC2CCCCC2)O3)cc1 | 15 | 3 | -0.1 | -2
CCC(=O)N1[C@@H](CO)[C@@H]2c3ccccc3N(C(=O)c3ccncc3)C[C@@H]21 | -1 | 12 | -0.1 | -3
CO[C@H]1CN(C)C(=O)c2ccc(NS(=O)(=O)c3cccc(F)c3)cc2OC[C@@H](C)NC[C@H]1C | 7 | 29 | -1.5 | .
CO[C@@H]1CC[C@@H]2CCOc3c(C#N)cccc3C(=O)N(C)C[C@@H](OC)[C@@H](C)C(=O)N(C)C[C@@H]1O2 | . | 33 | 1.1 | -4
COc1ccccc1CNC(=O)C[C@@H]1C[C@@H]2c3cc(NC(=O)Cc4ccncc4)ccc3O[C@@H]2[C@@H](CO)O1 | -43 | -28 | -2.0 | 3
C[C@H]1CN([C@@H](C)CO)C(=O)c2cc(/C=C/c3ccccc3)cnc2O[C@H]1CN(C)S(=O)(=O)c1ccc(F)cc1 | -65 | ? | -2.0 | -3
COc1ccc(S(=O)(=O)N(C)C[C@@H]2Oc3ccc(NC(=O)Nc4ccc(F)cc4)cc3C(=O)N([C@@H](C)CO)C[C@@H]2C)cc1 | -10 | 14 | 0.7 | .
C[C@H]1CN([C@@H](C)CO)C(=O)c2ccccc2-c2ccccc2CO[C@@H]1CN(C)C(=O)NC1CCCCC1 | -47 | 85 | 0.4 | -4
C[C@@H]1CN([C@@H](C)CO)C(=O)c2cc(NC(=O)c3ccccc3)ccc2O[C@@H](C)CCCCO[C@@H]1CN(C)S(=O)(=O)c1ccccc1 | -62 | 27 | -0.8 | .
CO[C@@H]1CN(C)C(=O)c2cc(NS(C)(=O)=O)ccc2OC[C@H](C)N(Cc2cocn2)C[C@H]1C | 21 | . | -1.6 | -4
C[C@H]1CN([C@@H](C)CO)C(=O)Cc2cc(NS(=O)(=O)c3ccc(Cl)cc3)ccc2O[C@H]1CN(C)Cc1ccccc1 | -40 | 87 | -1.0 | -1
CCN1[C@@H]2c3ccc(-c4ccccc4OC)c(=O)n3C[C@@H]2[C@@H](CO)[C@@H]1C(=O)Nc1nccs1 | 6 | 87 | 0.9 | 4

One compound at a time, as listed above. Order of values: Pf Dd2 inh	T cruzi growth	GASC1 inh	C diff growth
O=C(C[C@@H]1CC[C@@H]2[C@H](COC[C@H](O)CN2C(=O)c2ccccc2)O1)Nc1ccc(-c2ccccc2)cc1 is listed as -27	25	-1.2	6
O=C(c1ccccn1)N1CC2(C1)[C@H](c1ccccc1)[C@H](CO)N2Cc1ccc(Cl)cc1 is listed as -45	.	0.7	8
CCN1[C@@H]2c3ccc(-c4ccccc4OC)c(=O)n3C[C@@H]2[C@@H](CO)[C@@H]1C(=O)Nc1nccs1 is listed as 6	87	0.9	4

The listing continues.
Structure | Pf Dd2 inh | T cruzi growth | GASC1 inh | C diff growth
CC(=O)Nc1ccc2c(c1)C(=O)N(C)[C@@H]1CC[C@@H](CC(=O)NCCCN3CCOCC3)O[C@H]1CO2 | 23 | 7 | -0.1 | -5
COc1ccc(NC(=O)Nc2ccc3c(c2)C(=O)N([C@H](C)CO)C[C@@H](C)[C@@H](CN(C)C(=O)NC2CCCCC2)OCCCC[C@H](C)O3)cc1 | -58 | 6 | -1.4 | 6
O=C(C[C@@H]1CC[C@H]2[C@@H](COC[C@@H](O)CN2Cc2ccncc2)O1)NCc1ccccc1Cl | 27 | . | 0.6 | 0&-5
C[C@@H]1CN([C@H](C)CO)C(=O)c2cc(NC(=O)Cc3ccccc3)ccc2O[C@H]1CN(C)CC1CCCCC1 | 4 | -6 | 0.5 | -2
C[C@H](CO)N1C[C@H](C)[C@H](CN(C)CC2CCCC2)OCc2cnnn2CCCC1=O | 1 | -22 | 0.7 | -3
C[C@@H]1CN([C@@H](C)CO)C(=O)c2cc(NC(=O)CCC(F)(F)F)ccc2O[C@@H](C)CCCCO[C@H]1CN(C)Cc1ccc(C(F)(F)F)cc1 | -67 | 70 | -1.1 | 10
C[C@@H]1CN([C@@H](C)CO)C(=O)c2cc(C3=CCCC3)cnc2O[C@@H]1CN(C)Cc1ccccc1C(=O)O | 17 | 24 | 1.9 | 1
C[C@@H]1CN([C@@H](C)CO)C(=O)Cc2cc(NC(=O)Nc3ccccc3)ccc2O[C@H]1CN(C)S(=O)(=O)c1ccc(Cl)cc1 | -49 | 28 | 6.9 | 0
COc1cccc(CN2[C@H](CO)[C@@H](c3ccccc3)C23CN(C(=O)C2CCCC2)C3)c1 | -34 | . | . | -1
Cc1ccc(S(=O)(=O)N(C)C[C@H]2Oc3c(NS(=O)(=O)c4cn(C)cn4)cccc3C(=O)N([C@H](C)CO)C[C@@H]2C)cc1 | 23 | 10 | 5.2 | .
C/C=C/c1cnc2c(c1)C(=O)N([C@@H](C)CO)C[C@H](C)[C@@H](CN(C)C(=O)Cc1cccnc1)O2 | 7 | 53 | 1.1 | 1
CC(C)CC#Cc1ccc2c(c1)O[C@H](CN(C)C(=O)c1ccccn1)[C@@H](C)CN([C@H](C)CO)S2(=O)=O | -49 | 76 | 2.2 | 6
C[C@@H]1CN([C@H](C)CO)C(=O)c2cc(NC(=O)CCCN(C)C)ccc2O[C@@H]1CN(C)Cc1ccncc1 | 14 | 82 | 1.0 | -1
COCCNC(=O)C[C@@H]1C=C[C@@H](NS(=O)(=O)c2ccc(C)cc2)[C@H](CO)O1 | -21 | . | -1.3 | -8
CCCNC(=O)Nc1ccc2c(c1)C(=O)N(C)[C@H]1CC[C@@H](CC(=O)NCCCN(C)C)O[C@@H]1CO2 | -15 | -56 | 1.0 | -6
COc1ccc(NC(=O)Nc2ccc3c(c2)C(=O)N([C@@H](C)CO)C[C@H](C)[C@@H](CN(C)S(=O)(=O)c2ccccc2)OCCCC[C@H](C)O3)cc1 | -55 | 31 | -0.9 | -5
C[C@H](CO)N1C[C@H](C)[C@H](CN(C)S(=O)(=O)c2cn(C)cn2)Oc2ccc(NC(=O)Cc3cn(C)c4ccccc34)cc2CC1=O | -28 | -23 | 0.0 | 0
C[C@H](O)C#Cc1ccc2c(c1)O[C@H](CN(C)CC1CC1)[C@@H](C)CN([C@H](C)CO)S2(=O)=O | -40 | 74 | 2.1 | -7
Cc1cc(C(=O)Nc2cccc3c2O[C@@H](CN(C)S(=O)(=O)c2cn(C)cn2)[C@H](C)CN([C@H](C)CO)C3=O)n(C)n1 | -25 | 85 | 0.9 | .
CO[C@H]1CN(C)C(=O)c2cc(NC(=O)NC3CCCCC3)ccc2OC[C@@H](C)N(CC2CCOCC2)C[C@@H]1C | -8 | . | 0.1 | .
Cc1noc(C)c1NC(=O)N(C)C[C@@H]1Oc2ccc(NC(=O)Cc3cn(C)c4ccccc34)cc2CC(=O)N([C@@H](C)CO)C[C@H]1C | 0 | -51 | 18 | -5
CO[C@H]1CN(C)C(=O)c2ccc(NC(C)=O)cc2OC[C@@H](C)N(C(=O)CN2CCOCC2)C[C@H]1C | 33 | -33 | -0.3 | -1
C[C@H]1CN([C@@H](C)CO)C(=O)c2cc(C#CC(C)(C)O)cnc2O[C@H]1CN(C)C(=O)C1CC1 | 19 | 29 | -0.8 | -2
CCS(=O)(=O)N1CC2(CN(CC3CCOCC3)[C@@H](CO)c3c2c2ccc(OC)cc2n3C)C1 | -31 | . | 0.3 | 20
COc1ccccc1NC(=O)N[C@H]1C=C[C@H](CC(=O)N2CCC(Cc3ccccc3)CC2)O[C@@H]1CO | -27 | 45 | 1.5 | .

Individual results from the list.
Under Pf Dd2 inh, Cc1cc(C(=O)Nc2cccc3c2O[C@@H](CN(C)S(=O)(=O)c2cn(C)cn2)[C@H](C)CN([C@H](C)CO)C3=O)n(C)n1 has -25
Under T cruzi growth, CCCNC(=O)Nc1ccc2c(c1)C(=O)N(C)[C@H]1CC[C@@H](CC(=O)NCCCN(C)C)O[C@@H]1CO2 has -56

Later entries.
mol | Pf Dd2 inh | T cruzi growth | GASC1 inh | C diff growth
C[C@@H]1CN([C@H](C)CO)S(=O)(=O)c2ccc(C3=CCCCC3)cc2O[C@H]1CN(C)Cc1ccccc1F | -33 | . | -0.2 | 27
C[C@@H]1CN([C@H](C)CO)C(=O)c2cc(NC(=O)NC3CCCCC3)ccc2O[C@H]1CN(C)Cc1ccc(C(=O)O)cc1 | 18 | . | 0.9 | 3
C[C@@H]1CN([C@@H](C)CO)C(=O)c2cc(NS(=O)(=O)c3cccs3)ccc2O[C@@H](C)CCCCO[C@H]1CN(C)S(=O)(=O)c1cccs1 | -11 | -27 | 0.4 | 3
C[C@@H]1CN([C@H](C)CO)C(=O)Cc2cc(NC(=O)Nc3ccc4c(c3)OCO4)ccc2O[C@H]1CN(C)CC1CCCCC1 | 6 | 16 | 0.8 | -17
C[C@@H]1CN([C@@H](C)CO)C(=O)c2cc(NC(=O)Cn3cnnn3)ccc2O[C@@H]1CN(C)Cc1ccc(-c2ccccc2)cc1 | 2 | 14 | -0.9 | 6
C[C@@H]1CCCCO[C@@H](CN(C)C(=O)C2CCCCC2)[C@@H](C)CN([C@@H](C)CO)C(=O)c2cc(NC(=O)NC3CCCCC3)ccc2O1 | -80 | 74 | 12 | 14
O=C(c1ccncc1)N1C[C@H]2[C@@H](c3ccccc31)[C@H](CO)N2Cc1ccccc1F | 23 | 21 | 0.8 | -2
COc1ccc(NC(=O)Nc2ccc3c(c2)C(=O)N([C@H](C)CO)C[C@H](C)[C@H](CN(C)C(=O)Nc2cccc4ccccc24)OCCCC[C@H](C)O3)cc1 | -32 | 59 | -2.0 | -2
C[C@H]1CN([C@@H](C)CO)C(=O)Cc2cc(NC(=O)Cn3cnnn3)ccc2O[C@@H]1CN(C)C(=O)NC1CCCCC1 | 8 | -2 | -0.2 | 0
COc1ccccc1-c1ccc([C@@H]2[C@@H](C#N)N(C(=O)NC3CCCCC3)[C@@H]2CO)cc1 | -35 | 95 | -2.6 | 4
C[C@H](CO)N1C[C@H](C)[C@H](CN(C)S(=O)(=O)c2ccc(Oc3ccccc3)cc2)OCc2cn(nn2)CCCC1=O | -11 | -5 | 0.6 | 0
C[C@H](CO)N1C[C@H](C)[C@@H](CN(C)S(=O)(=O)c2cn(C)cn2)OCCCC[C@H](C)Oc2ccc(NC(=O)Nc3ccc4c(c3)OCO4)cc2C1=O | 36 | 27 | 0.2 | -1
O=C(C[C@@H]1C=C[C@H](NC(=O)Cc2cccnc2)[C@H](CO)O1)NCc1ccc2c(c1)OCO2 | 7 | 35 | 1.2 | .
O=C(C[C@H]1C[C@H]2c3cc(NC(=O)C4CCOCC4)ccc3O[C@H]2[C@H](CO)O1)NCc1ccccc1 | 6 | 20 | -1.6 | 4

Screens as filed in PubChem.
